NPSR antagonist: blocks cAMP signaling of the human neuropeptide S receptor; Q6W5P4; CHO-NPSR cells, cAMP TR-FRET, antagonist mode; Potency, µM (doses to about 38.3 µM), for inactives: at the highest dose activity change, negative = inhibition, hits mostly inhibitors; 220,000 tested, 1% active; note: % is set by controls: 0 for no effect and ±100 for the full control effect; nearly all actives have a fitted effect of over 50% in size; many of its hits are not listed in these tables
Target sequence (Q6W5P4 whole entry, looked up): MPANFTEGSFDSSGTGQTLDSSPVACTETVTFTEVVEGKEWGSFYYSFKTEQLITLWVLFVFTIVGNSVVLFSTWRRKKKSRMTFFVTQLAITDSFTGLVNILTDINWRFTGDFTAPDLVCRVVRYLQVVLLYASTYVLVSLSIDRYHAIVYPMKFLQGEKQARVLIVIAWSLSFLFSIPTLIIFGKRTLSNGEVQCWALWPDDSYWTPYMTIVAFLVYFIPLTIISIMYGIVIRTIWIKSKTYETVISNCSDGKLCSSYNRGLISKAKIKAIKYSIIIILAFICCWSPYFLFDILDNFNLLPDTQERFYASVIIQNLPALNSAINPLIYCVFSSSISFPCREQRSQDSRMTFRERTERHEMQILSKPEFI
GAA glycogen mod: GAA glycogen-cleavage inhibition or activation; P10253; recombinant GAA, glycogen substrate, Amplex Red glucose oxidase fluorescence; Potency, µM (highest dose often 76.4 µM), for the others: at the highest dose activity change, negative = inhibition, hits mostly inhibitors; 300,000 tested, 0.38% active;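 note: 0% = full enzyme reaction and -100% = no-enzyme basal signal; the screen sought inhibitors and activators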
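Recombinant enzyme (4 nM final) with compounds titrated up to 77 uM and bovine liver glycogen (30 ug) in citrate pH 5.0, 0.01% Tween-20, 37 C 40 min. Released glucose detected by Amplex Red/glucose oxidase (Ex 573/Em 610); AC50 from Hill fits.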
ALDH1A1 inh: blocks purified human ALDH1A1 activity. 220,000 tested, 7.3% active. Potency, µM (titrated, usually from 75.3 µM), for inactives: at the top dose activity, negative = inhibition, actives largely listed as inhibitors. AID 1030. Purified ALDH1A1, NADH fluorescence, propionaldehyde substrate; active = well fitted inhibition curve with a large enough effect, not every such curve was filed as active; inconclusive = small, poorly fitted or top-dose-only effect, or another doubt; inactive = no such curve, though single readings can be large or run the other way;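 note: plate controls were no enzyme wells and a reference inhibitor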
Target sequence (P00352 whole entry, looked up): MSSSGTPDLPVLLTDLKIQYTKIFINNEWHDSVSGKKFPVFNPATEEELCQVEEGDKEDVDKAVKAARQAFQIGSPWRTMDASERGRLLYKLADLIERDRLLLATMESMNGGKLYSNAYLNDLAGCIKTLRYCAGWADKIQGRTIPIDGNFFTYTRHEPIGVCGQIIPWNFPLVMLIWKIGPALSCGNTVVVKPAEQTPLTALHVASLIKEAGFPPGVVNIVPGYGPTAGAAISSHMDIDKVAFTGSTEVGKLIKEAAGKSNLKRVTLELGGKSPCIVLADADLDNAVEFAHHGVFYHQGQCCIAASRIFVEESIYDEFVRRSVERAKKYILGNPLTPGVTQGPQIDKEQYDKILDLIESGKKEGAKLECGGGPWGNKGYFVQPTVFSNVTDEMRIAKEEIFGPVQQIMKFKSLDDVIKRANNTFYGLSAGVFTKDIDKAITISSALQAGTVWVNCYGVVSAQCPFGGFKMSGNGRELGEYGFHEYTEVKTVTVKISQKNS
Tau fluor counter: counter-screen for tau fibril formation inhibitors; tau K18 P301L Alexa594 fluorescence, heparin fibrillization; Potency, µM (titrated, usually from 57.7 µM), for inactives: at the highest dose activity change, negative = decrease; 280,000 tested, 0.93% active; AID 1463; note: % is set by controls: 0 for no effect and ±100 for the full control effect; nearly all actives have a fitted effect of over 55% in size
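Human tau K18 P301L (15 uM unlabeled, 0.24 uM Alexa 594-labeled) in 100 mM sodium acetate pH 7 with 20 uM heparin, 6 hr at 37 C. ThT 30 uM added, 1 hr ambient; Alexa 594 FP and total fluorescence read at 555/632 nm.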
GAA inh: alpha-glucosidase (human) inhibition; 200,000 tested, 0.005% active; Potency, µM (doses to about 76.9 µM), inactives show at the highest dose activity change, negative = inhibition, usual class: inhibitors; purified human GAA, 4-MU-alpha-glucoside fluorescence; P10253; AID 1466;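 note: plate controls were uninhibited enzyme wells for no effect and no-enzyme background for full effect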
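Read-out is 4-methylumbelliferone fluorescence (Ex 365/Em 440 nm) after NaOH/glycine stop at pH 10. Enzyme 4 nM, substrate 400 uM, pH 5.0 citrate buffer, 20 min room temperature; AC50 from Hill-equation concentration-response.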
aGal spleen mod: inhibitors or activators of human alpha-galactosidase in spleen homogenate; 240,000 tested, 0.008% active; Potency, µM (titrated, usually from 80 µM), for the others: top-dose activity change, negative = inhibition, usual class: inhibitors; human spleen homogenate, 4MU-alpha-Gal fluorescence, 40 min; P06280;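 note: 0% = enzyme with vehicle and -100% = no enzyme basal signal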
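Fluorogenic readout (Ex 365/Em 440 nm) of 4-methylumbelliferone released from 1 mM 4-MU-alpha-galactoside by spleen homogenate, 40 min at 37C, pH 5.0. Data normalized to no-enzyme and enzyme controls; Hill-equation AC50 from compound titrations.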
Epigenetic reg: regulators of epigenetic silencing causing reporter derepression in mouse cells. murine LDR cells, GFP reporter derepression, 30 h. Potency, µM (series often up to 53.9 µM), inactives show top-dose GFP activation, usual class: activators. 280,000 tested, 0.2% active; note: % of control where 0% means no effect; nearly all actives have a fitted effect of over 60% in size
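In this reporter-derepression format, murine cells bearing a silenced integrated CMV-GFP locus incubate with test compound (30 h, 37 C), then are washed and imaged; fluorescent objects of 20–120 um count as induced cells.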
GAA spleen mod: lysosomal alpha-glucosidase (human) modulation | P10253 | AID 2112 | Potency, µM (doses to about 79.9 µM), for the others: at the top dose activity change, negative = inhibition, actives largely listed as inhibitors | 240,000 tested, 0.006% active | human spleen homogenate, 4-MU-alpha-glucoside fluorescence;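 note: 0% = enzyme with vehicle and -100% = no enzyme basal signal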
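Enzyme source: human spleen homogenate, 1 ug/well. Buffer 50 mM citric acid/K phosphate pH 5.0, 0.01% Tween-20. 4-MU-alpha-glucoside 1 mM; 37 C x 40 min; NaOH/glycine stop; fluorescence.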
Starred values were filed as active, the others as inactive; ? = inconclusive; · = no result given; [ ] = dose if it differs, or a comment. Unless noted, calls come from the whole dose curve; as a rule, active = well fitted curve in the direction sought with a large enough effect; inconclusive = small, poorly fitted or top-dose-only effect, or another doubt; inactive = no such curve, though single readings can be large; an effect the other way counts as inactive or inconclusive. Potency is the fitted concentration of half-maximal effect.

Sequence of screens: NPSR antagonist	GAA glycogen mod	ALDH1A1 inh	Tau fluor counter	GAA inh	aGal spleen mod	Epigenetic reg	GAA spleen mod
- CCN1CCN(c2nc3ccccc3nc2C(C#N)C(=O)OCc2ccccc2)CC1 (configuration not stated)
  -16%[46.1 µM]	6%	0%	-11%	3%	-3%	?	7%
- Cc1nc(NCc2ccco2)c2oc3ccccc3c2n1
  -15%[46.1 µM]	-3%	-116%	-5%	4%	5%	-5.8%	-2%
- NC(=O)[C@H]1CC2(CC(c3cccc(NC(=O)COc4ccc(Cl)cc4)c3)=NO2)CN1C(=O)Cc1ccc([N+](=O)[O-])cc1 (some centres not stated)
  2%	-4%	·	-14%	·	15%	-1.7%	-9%
- CC(C(=O)N1CCN(c2ccc([N+](=O)[O-])cc2)CC1)N1C(=O)C2CC=CCC2C1=O (configuration not stated)
  2%	-8%	-98%	-13%	-11%	9%	-1.2%	-3%
- O=C(O)c1cccc(S(=O)(=O)Nc2ccc3c(c2)OCO3)c1
  -4%[46.1 µM]	-7%	-13%	-11%	-9%	7%	-1.3%	-4%
- Cc1cc(C)n(-c2nc3ccccc3c(=O)n2OCc2ccc(F)cc2)n1
  -18%[46.1 µM]	-3%	?	-11%	1%	-1%	-5.5%	1%
- C=CCN(c1ccccc1)S(=O)(=O)c1ccc(Cl)c(C(=O)OCC(=O)c2[nH]c(C)c(C(C)=O)c2C)c1
  -1%	8%	1%	-14%	6%	-5%	3.0%	5%
- CC(c1ccccc1)n1cc(C(=O)NCCCn2ccnc2)nn1 (configuration not stated)
  0%[46.1 µM]	4%	10%	6%	-4%	5%	-0.8%	3%
- Cc1cc(C)n2nc(C(=O)OCC(=O)Nc3ccc4c(c3)OC(F)(F)O4)nc2n1
  1%[46.1 µM]	-8%	15%	-7%	-2%	6%	0.0%	0%
- O=C(O)c1cccc(CSc2nc(-c3ccccc3)cc(C(F)(F)F)n2)c1
  -12%	6%	1%	-7%	-5%	-6%	-1.8%	3%
- CCOC(=O)C1=C(C)OC(N)=C(C#N)C1c1ccoc1 (configuration not stated)
  -11%[46.1 µM]	-19%	-12%	-7%	-13%	8%	0.0%	-3%
- N#Cc1cnn2ccc(-c3cc(N4CCOCC4)ccc3[N+](=O)[O-])nc12
  5%	2%	?	-6%	-4%	-4%	-1.4%	·
- Cc1ccc(C(=O)Nc2ccccc2C(=O)O)cc1NC(=O)COc1c(C)cccc1C
  -1%	-14%	8.9µM*	-1%	4%	4%	1.3%	2%
- Cc1ccc(S(=O)(=O)NCc2ccc(C(=O)N3CCc4ccccc4C3)cc2)cc1
  -5%	8%	?	-3%	-29%	4%	-0.9%	-1%
- O=c1[nH]nc(-c2ccccc2)c2ccccc12
  ?	7%	·	-10%	·	0%	-0.4%	7%
- O=[N+]([O-])c1ccc2[nH]c3c(c2c1)CCCC3O (configuration not stated)
  -1%	0%	?	-8%	?	-2%	1.1%	0%
- CCOc1c(CNCCN2CCOCC2)cccc1OC
  1%[46.1 µM]	0%	-4%	-3%	3%	1%	-1.9%	-7%
- CCOC(=O)Cc1csc(NC(NC(=O)OCC)(C(F)(F)F)C(F)(F)F)n1
  -8%[46.1 µM]	-2%	-5%	-9%	4%	4%	0.8%	2%
- O=C(NCc1ccc(C(F)(F)F)cc1)C1CC(c2cccc(F)c2)=NO1 (configuration not stated)
  16%	1%	·	1%	·	8%	2.4%	9%
- O=C(Nc1ccc(Br)cc1F)c1ccncc1
  21%[46.1 µM]	3%	1%	-4%	0%	0%	3.5%	-7%
- COc1nc(Oc2ccc(C(=O)O)cc2)nc(Oc2ccc(C(=O)O)cc2)n1
  -4%[46.1 µM]	-2%	2%	4%	6%	5%	-2.1%	2%
- O=C(Cc1c[nH]c2ccccc12)N/N=C/c1cccc(F)c1
  10%	16%	10%	?	0%	2%	-0.1%	-8%
- COCCN1C=C2C(=O)C(C)(OC(=O)CCC(=O)OC)C(=O)C(Br)=C2C=C1c1ccc(OC)cc1 (configuration not stated)
  ·	·	-12%[13.5 µM]	-9%[11.6 µM]	·	-1%[17.5 µM]	·	-13%[17.4 µM]
- COc1ccc(C2Nc3ccccc3C(=O)N2c2ccccc2)cc1CSc1ccccn1 (configuration not stated)
  -30%[46.1 µM]	-5%	?	-15%	10%	18%	0.0%	12%
- NNC(=O)/C=C/c1ccc(Cl)cc1Cl
  5%	?	13µM*	-13%	-7%	0%	1.3%	·
- COC(=O)c1ccccc1NC(=S)NC(=O)c1ccc2ccccc2c1
  5%	-8%	?	-21%	0%	-2%	0.0%	-4%
- COc1cccc(NC(=S)N2CCn3cccc3C2c2cccnc2)c1 (configuration not stated)
  -39%	-6%	14µM*	-5%	3%	11%	-0.2%	7%
- CCOC1OC(=O)C(Cl)=C1Nc1cc(C)ccc1C (configuration not stated)
  9%	0%	6%	-6%	-1%	2%	1.7%	-1%
- CC(C)(C)c1cc(NC(=O)C2CCCO2)no1 (configuration not stated)
  1%[46.1 µM]	0%	-1%	3%	0%	-2%	0.9%	-5%
- CC(C)CCN(C(=O)CNC(=O)c1cccs1)C(C(=O)NC1CCCC1)c1ccncc1 (configuration not stated)
  -3%	3%	-5%	-2%	1%	3%	0.0%	2%

A second format for 3 compounds above.
O=C(Cc1c[nH]c2ccccc12)N/N=C/c1cccc(F)c1
  NPSR antagonist: 10%; GAA glycogen mod: 16%; ALDH1A1 inh: 10%; Tau fluor counter: ?; GAA inh: 0%; aGal spleen mod: 2%; Epigenetic reg: -0.1%; GAA spleen mod: -8%
COCCN1C=C2C(=O)C(C)(OC(=O)CCC(=O)OC)C(=O)C(Br)=C2C=C1c1ccc(OC)cc1 (configuration not stated)
  NPSR antagonist: ·; GAA glycogen mod: ·; ALDH1A1 inh: -12%[13.5 µM]; Tau fluor counter: -9%[11.6 µM]; GAA inh: ·; aGal spleen mod: -1%[17.5 µM]; Epigenetic reg: ·; GAA spleen mod: -13%[17.4 µM]
COc1ccc(C2Nc3ccccc3C(=O)N2c2ccccc2)cc1CSc1ccccn1 (configuration not stated)
  NPSR antagonist: -30%[46.1 µM]; GAA glycogen mod: -5%; ALDH1A1 inh: ?; Tau fluor counter: -15%; GAA inh: 10%; aGal spleen mod: 18%; Epigenetic reg: 0.0%; GAA spleen mod: 12%

More compounds follow:
Sequence of screens: NPSR antagonist	GAA glycogen mod	ALDH1A1 inh	Tau fluor counter	GAA inh	aGal spleen mod	Epigenetic reg	GAA spleen mod
- CCCC(NC(=O)CNC(=O)C(C)(C)C)C(=O)O (configuration not stated)
  -6%[46.1 µM]	5%	9%	5%	-1%	3%	-1.1%	-4%
- CCOC(=O)CSc1cc(CS(=O)(=O)c2ccccc2)nc(-c2ccccc2)n1
  -22%[46.1 µM]	-2%	2%	-15%	1%	-6%	-0.9%	-1%
- O=C(CCC(=O)N(CC(=O)NC1CCCCC1)Cc1cccs1)Nc1nccs1
  7%	-12%	·	-3%	·	3%	0.0%	-2%
- Cc1cc(NC(=O)CCSc2ccccc2)ccc1Br
  -1%	5%	-8%	?	3%	-6%	-1.1%	-10%
- CCn1ncc(Cl)c1C(=O)Nc1ccncc1
  -2%[46.1 µM]	5%	-4%	5%	-10%	-4%	2.8%	-9%
- COCc1cc(C)nc(SCC(=O)Nc2cc3c(cc2C#N)OCO3)c1C#N
  -8%[46.1 µM]	4%	?	-12%	4%	-6%	3.7%	-1%
- CCC/C=C(\CCC)C(NC(=O)c1ccc(C(F)(F)F)cc1)c1ccccc1 (configuration not stated)
  ·	·	-2%	0%	·	11%	0.4%	-6%
- COC(=O)C1CC(c2ccc(Cl)cc2)=NO1 (configuration not stated)
  4%	-6%	3%	-6%	-2%	-2%	0.0%	·
- O=C(COc1ccc(Cl)cc1Cl)N1CCCC1
  7%[46.1 µM]	14%	2%	-13%	-12%	11%	-0.5%	3%
- COc1ccc(C2N(C(=O)c3ccccc3)CCN2C(=O)c2ccccc2)cc1
  -12%[46.1 µM]	-6%	-5%	-1%	-4%	-1%	-1.1%	-12%
- CN1CCN(C(=S)c2ccc(N(C)C)cc2)CC1
  -24%[46.1 µM]	-20%	28µM*	-1%	-12%	-4%	-8.9%	-19%
- CSc1ccccc1NC(=O)CO/N=C(\C)c1cc2ccccc2o1
  -21%	-12%	0%	-4%	?	10%	1.0%	-4%
- Cc1cccc2cc(C#N)c(N3CCC(O)CC3)nc12
  31%	-1%	?	-13%	-1%	5%	-0.1%	-3%
- O=C1c2ccccc2C(=O)N1OCc1c(F)cccc1Cl
  -7%	0%	5%	-8%	9%	6%	6.5%[10.1 µM]	-2%
- O=C(N/C=C/c1ccco1)NCc1ccccc1
  5%	-9%	22µM*	-9%	2%	-5%	1.3%	2%
- O=C(NCc1cccnc1)c1ccc(-c2ccccc2[N+](=O)[O-])o1
  22%	11%	9%	-6%	-19%	-10%	2.3%	-8%
- c1ccc(CN=C2NN=C(c3cc4ccccc4o3)CS2)cc1
  -20%	-4%	28µM*	-18%	-3%	4%	0.1%	-3%
- Cc1nc(C(F)(F)F)c(C(=O)N/N=C(\N)c2cccnc2)s1
  -4%	6%	-7%	2%	-13%	6%	-2.7%	2%
- Cn1c(=O)c2ncn(CC(=O)Nc3nc(-c4ccc(Cl)cc4)cs3)c2n(C)c1=O
  -13%	10%	-15%	?	-5%	1%	1.2%	8%
- NS(=O)(=O)c1cccc(NC(=O)CSc2nc3ccccc3[nH]2)c1
  -32%	-2%	15%	-18%	3%	-3%	-0.3%	3%
- O=C(Nc1ccncc1)c1ccc(-c2ccccc2)cc1
  13%	-5%	3%	-9%	0%	1%	1.3%	0%
- COc1ccc(NC(=O)c2cccc(OC(=S)N3CCOCC3)c2)cc1
  2%	-5%	·	-8%	·	5%	1.1%	-1%
- CCC(C)NCCCOc1ccc([N+](=O)[O-])cc1 (configuration not stated)
  9%	-14%	?	-8%	3%	12%	-4.1%	-6%
- Cc1nn(S(=O)(=O)N(C)C)c(C)c1CN1C(=O)c2ccccc2C1=O
  2%[46.1 µM]	5%	5%	1%	1%	-30%	-1.1%	-5%
- COC(=O)c1ccc(C(NC(=O)OCc2ccccc2)/C(=C/[C@@H](C)C(=O)Nc2ccc(OC)cc2)c2cccnc2)cc1 (some centres not stated)
  ·	·	-3%	-18%	·	-2%	1.5%	-11%

Screening data (PubChem)

This is a subset, so the mix of outcomes need not match the whole.
